# Avidin bead fluor: compound fluoresces at 488/530 nm on avidin beads; hit rate 0.38% among 220,000; fluorescence (KMESF) at 10 µM; compound fluorescence 488/530 nm, flow cytometry; hits give high values; AID 1775; in the data active = fluorescence above about 47; note: inactives centre near 10
# Cdc42 wt GTP: human Cdc42 wildtype GTP binding change, either direction; P60953; GST-Cdc42 beads, Bodipy-GTP binding, flow cytometry; actives lie on both sides; percent activity (GTP binding), % at 10 µM; hit rate 0.2% among 190,000; AID 761;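 active = percent activity GTP binding at least 20 points away from the 100% baseline, either down as inhibitor or up as activator; inconclusive = compound flagged as likely green fluorescent from well-wide comparison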;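 note: median bead fluorescence of bound Bodipy-FL-GTP at 100 nM; 0% = excess unlabeled GTP control and 100% = no compound control; below 100% means less GTP binding so inhibitor and above means activator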
# Target sequence (P60953 whole entry, looked up): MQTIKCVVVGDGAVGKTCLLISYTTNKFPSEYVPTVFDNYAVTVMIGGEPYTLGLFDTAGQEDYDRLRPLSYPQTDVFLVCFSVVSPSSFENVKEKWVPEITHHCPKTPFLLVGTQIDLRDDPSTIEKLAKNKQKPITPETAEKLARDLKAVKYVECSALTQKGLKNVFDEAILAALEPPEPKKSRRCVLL
# ABCG2 inh: human ABCG2 inhibition, ABCB1 as counter-screen | Q9UNQ0 | IgMXP3 cells, JC-1 efflux, flow cytometry | inhibition, % at 6.6 µM | hit rate 0.1% among 190,000 | AID 1325;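 active = inhibition above 80%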;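 note: 0% = DMSO and 100% = nicardipine control wells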
#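 material = IgMXP3 (ABCG2) plus far-red-tagged CCRF-Adr (ABCB1) cells | amount = 3 million cells/mL, equal mix of both lines | also added = JC-1 transporter substrate | dosing = one concentration, 6.6 µM final | schedule = 10 min at 25 °C | measured by = flow cytometric JC-1 green MFI at 530 nm | read-out basis = percent efflux inhibition, scaled nicardipine 100% to DMSO 0%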
# Rab2 wt GTP: changes GTP binding to wildtype dog Rab2A, up or down. P61105. GST-Rab2 wt beads, Bodipy-GTP binding, flow cytometry. GTP binding activity, % at 10 µM. hit rate 0.19% among 190,000. AID 760;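 active = GTP binding activity at least 20 points away from 100%, either lowered or raised; inconclusive = signal likely due to the compound's own green fluorescence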;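 note: 0% = beads with excess unlabeled GTP and 100% = no-compound control corrected for plate trend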
# Pf gamet viab: kills late stage P. falciparum gametocytes | inhibition, % at 10.9 µM | P. falciparum stage V gametocytes, ATP luminescence, 24 h | hit rate 0.065% among 150,000 | AID 743093;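 active = inhibition above the mean plus 3 SD of compounds within the control limits, set per campaign, cut at about 38% in these data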;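 note: 0% = DMSO wells and 100% = medium only without gametocytes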
# Mcl1-Noxa inh: Mcl-1/Noxa interaction inhibition | Q07820 | TR-FRET Mcl-1/Noxa peptide binding, 2 h | inhibition, % at 21.7 µM | hit rate 1.5% among 220,000;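 active = compounds that cut the protein-peptide binding signal by more than 50% relative to plate controls in a single-dose test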;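 note: His-tagged Mcl-1 with rhodamine Noxa BH3 peptide and terbium anti-His antibody; 0% = Mcl-1 plus Noxa peptide wells and 100% = peptide-only wells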
# Target sequence (Q07820 whole entry, looked up): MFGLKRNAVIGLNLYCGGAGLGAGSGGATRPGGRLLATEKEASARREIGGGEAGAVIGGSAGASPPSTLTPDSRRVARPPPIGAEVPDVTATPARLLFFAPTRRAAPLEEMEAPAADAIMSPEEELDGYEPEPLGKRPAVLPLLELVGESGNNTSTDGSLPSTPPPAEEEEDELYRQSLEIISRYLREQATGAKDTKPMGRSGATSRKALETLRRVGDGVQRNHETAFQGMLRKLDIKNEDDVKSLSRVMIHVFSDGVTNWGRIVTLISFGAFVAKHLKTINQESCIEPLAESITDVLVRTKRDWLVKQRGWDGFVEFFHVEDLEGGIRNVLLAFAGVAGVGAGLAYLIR
# Rac1 act GTP bind: modulators of GTP binding to human Rac1 activated mutant; P63000; AID 764; GST-Rac1 activated beads, fluorescent GTP binding, flow cytometry; actives lie on both sides; 100% means binding = to untreated wells; percent activity (GTP binding), % at 10 µM; hit rate 0.11% among 190,000;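 active = GTP binding at least 20 percentage points away from the 100% baseline, in either direction, so actives lie on both sides; inconclusive = Compound likely fluorescent itself, or too few beads counted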
# HRas wt GTP: human HRas wildtype GTP binding, change in either direction; GTP binding activity, % at 10 µM; hit rate 0.14% among 190,000; P01112; GST-Ras wt beads, Bodipy-FL-GTP binding, flow cytometry; actives lie on both sides; AID 759;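 active = GTP binding activity at least 20% away from the 100% baseline, either lowered as inhibitor or raised as activator; inconclusive = flagged as likely green fluorescent, judged across all proteins in the well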;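 note: 0% = unlabeled GTP competition control and 100% = no-compound control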
# Target sequence (P01112 whole entry, looked up): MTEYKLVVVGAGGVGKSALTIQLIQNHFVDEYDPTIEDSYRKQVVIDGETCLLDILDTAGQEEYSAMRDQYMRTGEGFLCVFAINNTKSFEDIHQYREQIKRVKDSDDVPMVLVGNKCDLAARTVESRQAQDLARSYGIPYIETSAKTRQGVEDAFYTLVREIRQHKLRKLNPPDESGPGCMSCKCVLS
# Rac1 wt modul: modulators of human Rac1 wildtype GTP binding | GTP binding activity (% of control), % at 10 µM | AID 757 | GST-Rac1 beads, fluorescent GTP binding, flow cytometry; actives lie on both sides; 0 = cold GTP competed, 100 = untreated | hit rate 0.27% among 190,000 | P63000;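 active = GTP binding activity at least 20 points away from the 100% control level, either lower or higher; inconclusive = compound flagged as likely green fluorescent, judged across all proteins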
# ABCB1 block: human ABCB1 inhibition, ABCG2 as counter-screen | AID 1326 | hit rate 0.067% among 190,000 | CCRF-Adr cells, JC-1 efflux, flow cytometry | inhibition, % at 6.6 µM | P08183; in the data active = inhibition above about 40%;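 note: 0% = vehicle and 100% = reference inhibitor; higher value means more JC-1 retained so stronger ABCB1 efflux block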
# Rab7 wt modul: modulators of GTP binding to dog Rab7 wildtype GTPase. AID 758. hit rate 0.055% among 190,000. GST-Rab7 beads, fluorescent GTP binding, flow cytometry; actives lie on both sides; untreated = 100%, excess cold GTP = 0%. GTP binding activity (percent of control), % at 10 µM;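 active = fluorescent GTP binding to Rab7 beads changed by at least 20 points from the 100% baseline, either direction, mostly lower; inconclusive = compound itself probably fluorescent, or too few beads counted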;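 note: median green fluorescence of bound Bodipy-FL-GTP per Rab7 bead population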
# * = called active by the depositor; ? = inconclusive; . = no result given. An unsorted share of the library, and some 2.3% of all compounds hit somewhere here.
SMILES,Avidin bead fluor,Cdc42 wt GTP,ABCG2 inh,Rab2 wt GTP,Pf gamet viab,Mcl1-Noxa inh,Rac1 act GTP bind,HRas wt GTP,Rac1 wt modul,ABCB1 block,Rab7 wt modul
COc1ccc(C2=NN(C3=NN=C(N)Cc4ncnn43)C(O)(C(F)(F)F)C2)cc1 (centres undefined),12,96.0,1.2,96.0,-13.2,-24.3,96.0,96.0,100.0,0.0,97.0
O=C(Nc1ccccc1)NC1(C(=O)NCCCN2CCOCC2)CCCCC1,10,100.0,2.2,96.0,.,7.8,97.0,99.0,96.0,0.6,99.0
O=C1CC(Nc2ccc(N3CCOCC3)cc2)C(=O)N1c1ccccc1 (centres undefined),32,104.0,0.2,103.0,.,28.8,100.0,101.0,104.0,0.0,99.0
CCN(CC)S(=O)(=O)c1ccc(-n2cnnn2)c(C)c1,17,108.0,0.6,105.0,.,8.5,100.0,108.0,105.0,0.3,97.0
Cc1ccc(NCc2n[nH]c(=S)n2-c2ccccc2)cc1,7,100.0,0.0,98.0,-17.1,0.9,97.0,97.0,100.0,0.0,94.0
c1ccc(CNc2ccc3c(c2)ncn3C2CCCCC2)nc1,34,99.0,7.2,96.0,-7.2,23.1,95.0,98.0,97.0,1.1,97.0
CSc1nc2ccc(NC(=O)C3=NNC(=O)CC3)cc2s1,11,95.0,1.0,102.0,.,36.3,96.0,100.0,101.0,-0.5,106.0
CCCn1c(SCC(=O)Nc2nonc2C)nnc1-c1ccoc1C,.,99.0,1.0,98.0,-14.9,-7.6,97.0,99.0,100.0,0.1,99.0
CCCCOc1ccc(C(=O)NCc2ccco2)cc1,14,101.0,9.7,99.0,.,2.8,99.0,100.0,99.0,0.5,100.0
COc1ccc(OC)c(C2C(C(=O)c3sc(C)nc3C)=C(O)C(=O)N2CCN2CCOCC2)c1 (centres undefined),19,104.0,1.9,103.0,-0.2,-4.8,98.0,103.0,105.0,0.4,103.0
O=C(Cc1cccc2ccccc12)N/N=C1\CCCc2ccccc21,8,98.0,0.3,100.0,.,6.8,99.0,99.0,104.0,0.2,100.0
CCCc1cc(C(=O)NNC(=S)NCC)c2ccccc2n1,2,103.0,-1.1,102.0,13.4,4.5,97.0,101.0,105.0,-0.4,99.0
c1ccc(CSc2nnc(-c3cccs3)n2Cc2ccco2)cc1,20,97.0,1.0,96.0,7.0,-16.4,98.0,100.0,100.0,0.0,99.0
CC(C)(C)NC(=O)NC(=O)COC(=O)Cn1c(C(F)(F)F)nc2ccccc21,11,103.0,8.8,102.0,.,17.8,99.0,100.0,105.0,0.8,100.0
Cc1cc(Br)cc2c1NC(=O)C2(c1c(C)n(C)n(-c2ccccc2)c1=O)c1c(C)n(C)n(-c2ccccc2)c1=O,20,104.0,0.9,101.0,.,32.6,100.0,104.0,106.0,0.3,98.0
NC(=S)Nc1ccc2cc[nH]c2c1,11,102.0,0.1,98.0,.,13.7,100.0,99.0,100.0,0.0,95.0
CCC(C)c1ccc(NC(=O)COc2c(F)c(F)c(C(F)(F)F)c(F)c2F)cc1 (centres undefined),10,99.0,11.3,94.0,12.0,6.7,93.0,97.0,100.0,0.2,97.0
CCN(CC)CCOC(=O)/C=C/c1ccccc1OC,5,105.0,1.7,104.0,-2.0,-6.2,104.0,103.0,105.0,0.3,103.0
COc1ncnc2c1NC1=C(S2)C(=NCCC(=O)O)CC(C)(C)C1,23,103.0,15.8,101.0,.,25.2,98.0,100.0,105.0,-1.0,100.0
COc1ccc(NC(=O)NCc2ccco2)cc1OC,12,97.0,6.4,98.0,-1.3,3.3,93.0,96.0,98.0,-0.1,109.0
C=CCSc1nc(-c2ccc(OC)cc2)c(C#N)c(=O)n1CC=C,9,94.0,7.8,96.0,-18.0,9.2,96.0,98.0,96.0,1.3,100.0
Cc1ccc(C)c(N2CCN(C(=O)C3CCCN(S(=O)(=O)c4c(C)[nH]c(=O)[nH]c4=O)C3)CC2)c1 (centres undefined),14,98.0,0.9,100.0,.,3.9,97.0,99.0,95.0,0.4,103.0
COc1ccc(NS(=O)(=O)c2cc(NC(=O)c3nc4nc(C)cc(C)n4n3)ccc2C)cc1,11,?,4.0,?,23.9,7.9,?,?,?,0.1,?
N#CC1=C(N)N=C(SCc2ccccc2)C(C(N)=O)C12CCCCC2 (centres undefined),5,95.0,2.6,95.0,.,3.4,96.0,94.0,99.0,0.7,93.0
COC(=O)CSc1nc2ccc(NC(=O)c3ccccc3C(=O)N3CCOCC3)cc2s1,13,98.0,0.2,94.0,6.1,16.8,98.0,97.0,101.0,0.1,95.0

# 2 compounds from above, limited to HRas wt GTP and Mcl1-Noxa inh.
compound,HRas wt GTP,Mcl1-Noxa inh
O=C1CC(Nc2ccc(N3CCOCC3)cc2)C(=O)N1c1ccccc1 (centres undefined),101.0,28.8
CCN(CC)S(=O)(=O)c1ccc(-n2cnnn2)c(C)c1,108.0,8.5

# Three compounds already listed, arranged by their value in Rac1 wt modul, ascending:
Compound,Rac1 wt modul
O=C(Nc1ccccc1)NC1(C(=O)NCCCN2CCOCC2)CCCCC1,96.0
CCC(C)c1ccc(NC(=O)COc2c(F)c(F)c(C(F)(F)F)c(F)c2F)cc1 (centres undefined),100.0
Cc1cc(Br)cc2c1NC(=O)C2(c1c(C)n(C)n(-c2ccccc2)c1=O)c1c(C)n(C)n(-c2ccccc2)c1=O,106.0

# Further entries
SMILES,Avidin bead fluor,Cdc42 wt GTP,ABCG2 inh,Rab2 wt GTP,Pf gamet viab,Mcl1-Noxa inh,Rac1 act GTP bind,HRas wt GTP,Rac1 wt modul,ABCB1 block,Rab7 wt modul
Cc1ccccc1CN1N=C(/C=C/c2ccccc2)CCC1=O,10,94.0,2.3,99.0,.,-5.2,94.0,95.0,96.0,0.3,102.0
CCC(=O)NC(=S)Nc1ccccc1F,42,105.0,2.5,103.0,0.9,10.3,98.0,104.0,103.0,0.1,105.0
COC(=O)c1cc(-c2ccc(Cl)cc2)n(-c2ccc(S(N)(=O)=O)cc2)n1,10,93.0,3.5,95.0,-5.9,10.8,94.0,95.0,95.0,0.5,93.0
CCOc1ccc(NS(=O)(=O)c2ccc(NC(=S)NC(=O)C(C)C)cc2)cc1,10,98.0,5.5,100.0,9.4,32.0,96.0,98.0,98.0,1.1,102.0
O=C(CCC(=O)N(CC(=O)NC1CCCCC1)Cc1ccccc1)Nc1ccccn1,8,100.0,0.0,96.0,-10.1,-5.4,92.0,92.0,96.0,0.5,95.0
CC1CC1C(=O)OCC(=O)NCc1ccc(Cl)cc1 (centres undefined),8,102.0,1.1,101.0,.,11.5,97.0,99.0,100.0,0.3,100.0
COc1ccc(C(=O)NCC(=O)OCC(=O)Nc2cc(OC)ccc2OC)cc1,6,101.0,5.6,98.0,3.7,-19.6,100.0,100.0,106.0,0.0,97.0
COc1ccc(-n2nc(C(=O)NCC(=O)NCc3ccc(F)cc3)c3ccccc3c2=O)c(OC)c1,12,101.0,1.1,100.0,.,-28.9,98.0,99.0,99.0,0.3,99.0
Cc1ccc(/C=C2/SC(=O)N(CC(=O)N3CCOCC3)C2=O)s1,12,102.0,2.9,100.0,20.6,4.2,101.0,103.0,100.0,0.7,102.0
O=C(Nc1ccc2c(c1)OCO2)c1cncc(Br)c1,26,101.0,20.6,97.0,.,3.3,97.0,100.0,108.0,0.4,99.0
CCOC(=O)C(C)c1n[nH]c(=O)c2ccccc12 (centres undefined),10,97.0,-2.8,97.0,-15.2,20.3,99.0,97.0,98.0,-1.4,97.0
COCCNC(=O)c1c[nH]c2cc(OC)c(OC)cc2c1=O,40,91.0,0.7,89.0,-64.5,10.8,92.0,91.0,93.0,0.3,94.0
O=C1NC(c2cccs2)C(C(=O)c2ccccc2)C(O)(C(F)(F)F)N1 (centres undefined),16,101.0,1.1,101.0,.,1.6,97.0,102.0,100.0,0.3,102.0
O=C(NC1CCCC1)C(c1ccc(F)cc1)N(Cc1ccc(F)cc1)C(=O)CCl (centres undefined),15,96.0,0.5,95.0,13.0,6.5,97.0,97.0,98.0,.,98.0
CC1(C)S/C(=N/N=C/c2ccco2)NC1=O,3,103.0,2.8,100.0,-26.8,2.2,99.0,100.0,104.0,0.6,98.0
COC(=O)CN1C(=S)N(c2ccc(OC)cc2)C(=O)/C1=C/c1cccs1,15,99.0,5.5,97.0,9.1,20.3,97.0,99.0,102.0,.,100.0
CC(C)(C)c1ccc(S(=O)(=O)NNC(=O)C2CCN(Cc3cccc(F)c3)CC2)cc1,9,97.0,2.2,95.0,-0.9,2.5,93.0,96.0,95.0,1.2,96.0
CCOC(=O)CCCCNC(=O)Nc1ccccc1,11,98.0,1.7,100.0,.,10.5,95.0,97.0,97.0,0.3,101.0
COc1ccc(CN(C)CC(=O)NC(C)c2ccccc2)cc1OC (centres undefined),15,93.0,10.5,97.0,-1.3,1.0,93.0,97.0,98.0,1.7,94.0
COc1ccc(CCNCCC(=O)Nc2c(C)cc(C)cc2C)cc1OC,12,99.0,0.8,98.0,8.0,11.9,99.0,100.0,102.0,0.5,99.0
CS(=O)(=O)N(CCc1ccccc1)CC(=O)NCc1cccnc1,13,100.0,1.3,101.0,18.0,-11.9,97.0,100.0,103.0,0.4,101.0
COC(=O)c1ccccc1NC(=O)C(=O)NCc1ccncc1,8,98.0,7.8,102.0,-2.2,-11.6,96.0,101.0,99.0,0.8,107.0
CCOC(=O)c1cc(OC(=O)c2cccs2)n(-c2ccccc2)n1,12,91.0,1.2,90.0,.,.,92.0,91.0,89.0,0.3,91.0

# Some of the entries so far, bar-delimited:
molecule | Avidin bead fluor | Cdc42 wt GTP | ABCG2 inh | Rab2 wt GTP | Pf gamet viab | Mcl1-Noxa inh | Rac1 act GTP bind | HRas wt GTP | Rac1 wt modul | ABCB1 block | Rab7 wt modul
N#CC1=C(N)N=C(SCc2ccccc2)C(C(N)=O)C12CCCCC2 (centres undefined) | 5 | 95.0 | 2.6 | 95.0 | . | 3.4 | 96.0 | 94.0 | 99.0 | 0.7 | 93.0
COC(=O)CSc1nc2ccc(NC(=O)c3ccccc3C(=O)N3CCOCC3)cc2s1 | 13 | 98.0 | 0.2 | 94.0 | 6.1 | 16.8 | 98.0 | 97.0 | 101.0 | 0.1 | 95.0
